All columns: NCI-60 one-dose screen, growth in % after 48 h at 10 µM unless noted; 100 = growth as untreated, 0 = no growth, -100 = all killed.
MOLT-4: MOLT-4 leukemia cells; actives 6.9% (n = 80,000)
CCRF-CEM: CCRF-CEM leukemia | actives 7% (n = 77,000)
M14: M14 melanoma; actives 6.2% (n = 80,000)
RPMI-8226: RPMI-8226 leukemia cells. actives 7.5% (n = 77,000)
A549/ATCC: A549/ATCC NSCLC; actives 3.7% (n = 81,000); AID 1794740
HOP-62: HOP-62 NSCLC. AID 1794735. actives 3.9% (n = 80,000)
EKVX: EKVX NSCLC | actives 3% (n = 71,000) | AID 1794765
HOP-92: HOP-92 NSCLC cells; actives 6.3% (n = 71,000)
* hit, by the source's call; · = no result given; & = joins results of further samples. How the source made its calls: active means growth percent below 10; inactive means the rest. Random draw from the library; about 12% have a hit in one of these screens.

no.	structure	MOLT-4	CCRF-CEM	M14	RPMI-8226
1	N#Cc1cnc2n(c1=N)CCCCC2	124	92	117	97
2	COc1ccc(C(=O)/C=C/c2ccc(Cl)cc2)cc1S(=O)(=O)Nc1c(N)nc(SC)[nH]c1=O	60	9.0*	75	10
3	CC(C)c1nc(N(C)S(C)(=O)=O)nc(-c2ccc(F)cc2)c1/C=C/C(=O)C[C@@H](O)CC(=O)O	107	102	102	107
4	CC(C)C(=O)NCCO	103	102	97	104
5	CC(=O)COc1ccccc1	94	104	106	108
6	CCn1cc(C(=O)O)c(=O)c2ccc(C)nc21	105	103	99	99
7	CCCCC(C(=O)OCC)(C(=O)OCC)C(C)CC (configuration not stated)	75	110	103	105
8	Cn1cc(-c2cc(-c3cn(C)c4ccc(Cl)cc34)on2)c2cc(Cl)ccc21	85	94	88	95
9	Cc1ccc(C[P+](c2ccccc2)(c2ccccc2)c2ccccc2)cc1	-31*	9.9*	5.6*	-18*
10	O=C(O)c1cn(C2CC2)c2cc(N3CCN(Cc4ccc5ccccc5c4O)CC3)c(F)cc2c1=O	39	68	48	73
11	CC(C)(C)N1CCC1CN (configuration not stated)	128	·	101	·
12	CCOC(=O)c1cccc2nc3n(c12)CCC3	101	117	115	119
13	O=C(COC(=O)c1cc2ccccc2cc1O)Nc1ccc2c(c1)OCO2	109	97	104	87
14	O=C1CC(c2ccc3c(c2)OCO3)Nc2ccccc21 (configuration not stated)	63	11	-16*	15
15	CSCCC(NCCC#N)C(=O)O (configuration not stated)	92	99	107	102

no.	A549/ATCC	HOP-62	EKVX	HOP-92
1	110	118	101	74
2	31	33	85	74
3	90	96	107	84
4	104	98	103	104
5	109	95	·	98
6	99	106	94	87
7	89	105	126	117
8	76	132	116	83
9	27	14	6.8*	-0.3*
10	-23*	-31*	67	-6.4*
11	104	108	90	108
12	99	110	112	·
13	96	86	101	·
14	22	24	48	21
15	93	99	110	100

Random excerpt: 3 compounds from above
no.	structure	MOLT-4	CCRF-CEM	M14	RPMI-8226
8	Cn1cc(-c2cc(-c3cn(C)c4ccc(Cl)cc34)on2)c2cc(Cl)ccc21	85	94	88	95
15	CSCCC(NCCC#N)C(=O)O (configuration not stated)	92	99	107	102
13	O=C(COC(=O)c1cc2ccccc2cc1O)Nc1ccc2c(c1)OCO2	109	97	104	87

no.	A549/ATCC	HOP-62	EKVX	HOP-92
8	76	132	116	83
15	93	99	110	100
13	96	86	101	·

(listing goes on)
no.	structure	MOLT-4	CCRF-CEM	M14	RPMI-8226
16	O=C(NC(=S)n1oc(=O)c2ccccc21)c1ccccc1	96	98	98	95
17	N#CC1OC(COC(=O)c2ccccc2)C(O)C1O (configuration not stated)	112	119	98	105
18	CCCC[C@@H](CC)COC(=O)C(C#N)=C(c1ccccc1)c1ccccc1	98	70	82	·
19	CC(=O)c1ccc2c(c1)[nH]c1ccccc12	86	107	102	105
20	CC(C)(C)OC(=O)NCc1cccc(N=C=S)c1	-25*	3.1*	49	-39*
21	CNC(=O)C(C)C	106	107	101	104
22	COc1ccc(-c2ccc3c(C)nc4oc(-c5ccc(OC)cc5)nc4c3n2)cc1	83	81	79	69
23	COC(=O)c1cc(C=C(C)C)[nH]c(=O)c1C#N	109	101	100	120
24	Cc1cc(C(N)=S)no1	·	100	102	99
25	C=C(CBr)[C@@H]1CC[C@]2(C(=O)O)CC[C@]3(C)[C@H](CC[C@@H]4[C@@]5(C)CCC(=O)C(C)(C)[C@@H]5CC[C@]43C)[C@@H]12	54	50	80	42
26	CC(C)Cn1c(O)c(N=Nc2nc(-c3cc4ccccc4oc3=O)cs2)c2cc(Br)ccc21	113	104	103	117
27	O=c1cc(-c2ccccc2O)oc2ccc3ccccc3c12	68	88	89	63
28	COC(=O)c1ccc(C2SCC(=O)N2NC(=O)c2[nH]c3ccc(F)cc3c2-c2ccccc2)cc1 (configuration not stated)	87	84	96	55
29	NS(=O)(=O)c1ccc(NC(=O)CC(=O)c2ccccc2)cc1	93	100	109	111
30	O=C(CSc1nc2ccccc2c(=O)n1-c1ccc(S(=O)(=O)Nc2ccc(Cl)nn2)cc1)NC1CCCCC1	95	106	·	97

no.	A549/ATCC	HOP-62	EKVX	HOP-92
16	93	90	83	70
17	107	109	·	99
18	82	90	73	74
19	99	107	89	106
20	69	58	72	-0.6*
21	103	99	106	101
22	81	76	94	75
23	103	100	94	93
24	80	98	106	78
25	58	112	87	72
26	97	97	96	·
27	79	93	63	108
28	86	81	·	73
29	110	97	97	86
30	106	98	105	89

Remaining list, next part:
no.	structure	MOLT-4	CCRF-CEM	M14	RPMI-8226
31	COc1cc(-c2nn(C(C)(C)C)cc2-c2ccnc(NCCCNS(=O)(=O)c3ccc(Br)cc3)n2)ccc1F	61	88	92	96
32	NC(=O)Cc1ccc2c(c1)[nH]c1ccccc12	113	92	115	106
33	O=C(/C=C/c1cccnc1Cl)c1c(O)ccc2ccccc12	71	58	92	53
34	Brc1cccc(/C=N/Nc2nc(N/N=C/c3cccc(Br)c3)nc(N3CCOCC3)n2)c1	10	21	32	34
35	COc1cccc(N=Nc2cccc(OC)c2)c1	79	91	91	87
36	Cc1ccc(OCCOCCOCCOCCOc2ccc(C)n(O)c2=S)c(=S)n1O	6.7*	1.1*	-16*	13
37	CCCC(=O)N1CCCC1=O	104	102	98	108
38	CCOC(=O)Nc1ccc2c(c1)C(=O)N(CCOC)c1ccccc1O2	35	21	20	22
39	C[C@@H](C[C@H](CCO)c1ccccc1)c1ccc2ccccc2c1	-54*	·	-84*	-19*
40	O=C(Cn1cc(COc2ncnc3sc4c(c23)CCCC4)nn1)Nc1cccnc1	82	38	81	·
41	CCOC(=O)Cn1c(=O)cc(N)n1S(=O)(=O)c1ccccc1	102	100	102	98
42	COC(OC)C1(C)NC(=O)NC1=O (configuration not stated)	85	93	102	99
43	O=C1c2ccccc2C(O)(c2ccccc2)N1c1ccc([N+](=O)[O-])cc1Cl (configuration not stated)	101&62	117&85	91&99	97&76
44	CC(C)=CC(=O)C1C(=O)c2ccccc2C1=O	103	98	94	103
45	Cn1c(=O)[nH]c(=O)c2nc(CCC(=O)Nc3ccccc3)c(=O)[nH]c21	108	113	104	109

no.	A549/ATCC	HOP-62	EKVX	HOP-92
31	80	102	54	92
32	102	106	61	88
33	93	90	81	60
34	43	52	49	64
35	84	83	84	84
36	13	-0.5*	17	37
37	99	109	98	102
38	45	43	45	45
39	-81*	-55*	-44*	-96*
40	87	114	96	96
41	108	·	98	92
42	96	102	97	85
43	92&91	90&98	105&98	81
44	106	102	99	88
45	105	108	101	95

The list continues:
no.	structure	MOLT-4	CCRF-CEM	M14	RPMI-8226
46	C#CCOc1ccc(C(Nc2ccccc2)c2nnnn2C2CCCCC2)cc1 (configuration not stated)	80	85	90	63
47	COc1ccc(C/C(C)=C(\c2ccc(Cl)cc2)c2ccc(OCCN3CCOCC3)cc2)cc1	71	88	89	87
48	CC(=O)O[C@@H]1C[C@]2(C)[C@@H](C(C)=O)CC[C@H]2[C@@H]2CCC3=CC(=O)CC[C@]3(C)[C@H]21	91	92	109	85
49	COc1ccc(/C=N/c2n[nH]c(Nc3ccccc3)n2)cc1	104	100	106	106
50	Fc1ccc(-c2nc(-c3nc4ccc(Br)cc4[nH]3)cc3c2[nH]c2ccccc23)cc1F	49	61	70	49
51	CCN(CC)CCC(O)(c1ccc2c(c1)OCO2)c1cc(OC)c(OC)c(OC)c1 (configuration not stated)	94	100	102	·
52	COc1ccc(CCC2CCCC2(C)C2CC2)cc1 (configuration not stated)	106	109	104	106
53	CCCC1C(CC)CC(CC)C(O)C1(CC)CO (configuration not stated)	96	·	111	97
54	Nc1nn2c(-c3ccc([N+](=O)[O-])cc3)ccnc2c1N=Nc1ccc(S(N)(=O)=O)cc1	108	107	102	97
55	Cc1c(COC(=O)NC(C)C)c(COC(=O)NC(C)C)c2n1CS(=O)(=O)C2	99&102	93	107&95	117&102
56	O=C(N=Nc1c(O)[nH]c2ccc(Br)cc12)c1ccc2nc(-c3ccccc3)[nH]c2c1	-29*	-16*	-86*	-4.9*
57	COc1ccc(-c2nc3ccc(-c4nnc(SCC(=O)Nc5ccc(C(=O)/C=C/c6ccccc6)cc5)o4)cc3[nH]2)cc1	47	52	87	13
58	CCOC(=O)c1ccc2n1CCCc1cnc(NC(C)=O)nc1-2	108	94	100	99
59	Cc1ccc(-c2nc(C#N)c(S(=O)(=O)N(C)CCO)o2)cc1	7.3*	2.7*	62	28
60	CC(=O)OC1C=CCC2C(=O)c3cccc(O)c3C(O)C12 (configuration not stated)	93	102	111	·

no.	A549/ATCC	HOP-62	EKVX	HOP-92
46	78	95	82	67
47	95	105	104	101
48	95	103	85	·
49	103	86	96	102
50	55	87	·	83
51	105	101	96	·
52	107	97	92	102
53	·	106	·	·
54	97	104	105	108
55	72&102	99&97	95	107&110
56	-25*	-62*	-4.6*	-79*
57	94	108	86	80
58	109	·	98	82
59	99	98	107	89
60	101	·	103	121

Following part.
no.	structure	MOLT-4	CCRF-CEM	M14	RPMI-8226
61	COC(=O)[C@H](CSC)N(C)C(=O)[C@@H]1CSSC[C@@H](NC(=O)c2nc3ccccc3cc2O)C(=O)NCC(=O)N1C	24	·	46	85
62	CCOC(=O)c1c(N)sc2cc(O)ccc12	85	111	108	110
63	OCCCNc1nccc(NCCCNc2ccnc3cc(Cl)ccc23)n1	86	89	93	94
64	COC(=O)C1C(O)CON(c2ccccc2)C1c1ccccc1 (configuration not stated)	107	101	104	110
65	CC(=O)OC(C(=O)O)c1ccccc1 (configuration not stated)	95	86	110	88
66	Cc1c(C(=O)NNC(=O)Nc2ccc(Cl)cc2)nnn1-c1ccc([N+](=O)[O-])cc1	100	113	105	93
67	CC(C)(C)C1CCC(N)CC1 (configuration not stated)	100	101	107	106
68	O=C(Nc1cncnc1Oc1cccc(C(F)(F)F)c1)c1ccc(F)cc1	105	90	99	97
69	O=C(O)c1cc(O)[nH]c(=O)c1	98	104	96	88
70	NS(=O)(=O)c1ccc(-n2ncc3c2ncn2c(Nc4ccccc4)nnc32)cc1	102	98	119	104
71	O=[N+]([O-])c1ccccc1N1CCCCC1	96	99	114	103
72	O=C(Oc1ccc(-c2ccccc2)cc1)c1ccco1	95	97	105	107
73	CN(C)c1cccc(C(=O)O)c1	108	110	108	109
74	CC(=O)N1CCc2ccc(N)cc21	109	91	101	·
75	CCCSc1oc(-c2ccccc2)nc1S(=O)(=O)c1ccc(C)cc1	81	98	100	91

no.	A549/ATCC	HOP-62	EKVX	HOP-92
61	59	82	83	132
62	100	104	106	121
63	100	81	·	66
64	103	102	100	100
65	106	112	111	80
66	103	89	95	111
67	101	109	102	90
68	98	107	·	90
69	91	89	87	79
70	96	114	94	67
71	96	97	106	108
72	105	93	97	88
73	110	99	107	96
74	91	105	108	97
75	83	93	85	57

Part of the list above, bar-delimited:
no. | smiles | MOLT-4 | CCRF-CEM | M14 | RPMI-8226 | A549/ATCC | HOP-62 | EKVX | HOP-92
61 | COC(=O)[C@H](CSC)N(C)C(=O)[C@@H]1CSSC[C@@H](NC(=O)c2nc3ccccc3cc2O)C(=O)NCC(=O)N1C | 24 | · | 46 | 85 | 59 | 82 | 83 | 132
62 | CCOC(=O)c1c(N)sc2cc(O)ccc12 | 85 | 111 | 108 | 110 | 100 | 104 | 106 | 121

Later entries.
no.	structure	MOLT-4	CCRF-CEM	M14	RPMI-8226
76	Cc1cc(N2CCN(CC(=O)Nc3ccc4c(ccn4Cc4ccccc4)c3)CC2)nc(N2CCC(C)CC2)n1	55	67	64	58
77	Cc1cc(=O)oc2ccc3ccccc3c12	88	97	96	93
78	Cc1nc2sc(C(=O)Nc3ccccc3Cl)c(N)c2cc1C(C)O (configuration not stated)	64	79	59	88
79	O=C(NCCNc1nccc(Nc2ccc(S(=O)(=O)Nc3ccccn3)cc2)n1)c1cccc([N+](=O)[O-])c1	94	101	101	96
80	CC(C)OC(CCC#N)c1ccccc1 (configuration not stated)	129	105	113	101
81	CSCCC(NS(=O)(=O)Cc1ccccc1)C(=O)NNc1ccccc1 (configuration not stated)	52&94	51	60&74	85&98
82	C=C1CCC2C3(C)COC(c4ccc(Cl)cc4)OC3CCC2(C)C1/C=C/C1=CCOC1=O (configuration not stated)	24	56	77	53
83	O=S(=O)(O)c1cc(O)c2c(O)c(N=Nc3ccccc3)c(S(=O)(=O)O)cc2c1	101	101	102	101
84	Cc1cc(C)c(N=Nc2no[n+]([O-])c2C#N)c(C)c1	75	68	90	39
85	CCC1(CC)C(C#N)C(=O)NC(=O)C1C#N (configuration not stated)	78	74	100	·
86	O=C(O)c1cc(Br)cc(Br)c1O	100	90	101	102
87	Fc1[nH]nc2ccc([C@@H]3Nc4ccc5[nH]ncc5c4[C@H]4C5CCC(C5)[C@@H]34)cc12 (some centres not stated)	21	18	21	18
88	CN=c1scc(-c2ccc(OC)cc2)n1NC(=O)Cn1nc(-c2ccccc2)ccc1=O	102	101	107	103
89	COc1ccc(Cc2cnc(NC(=O)c3ccc4c(c3)OCCO4)s2)cc1	12	13	16	16
90	O=C(c1c[nH]c2ccccc12)C(Sc1nc2ccccc2c(=O)[nH]1)c1ccccc1 (configuration not stated)	100	100	104	91
91	CN(C)C(=O)c1ccc(N=Nc2c(O)c3ccccc3[nH]c2=O)cc1	83	107	87	99
92	Nc1nc(Nc2ccc(OCc3cccc(F)c3)cc2)c2c(n1)[nH]c1ccc(O)cc12	-28*	-9.7*	-83*	-38*

no.	A549/ATCC	HOP-62	EKVX	HOP-92
76	70	80	67	35
77	81	93	93	100
78	76	76	89	83
79	95	99	99	102
80	85	99	102	44
81	84&92	99&89	70	101&94
82	48	74	33	49
83	96	97	113	66
84	85	105	97	93
85	101	102	102	·
86	99	92	·	117
87	28	38	36	67
88	103	102	104	·
89	16	29	38	58
90	93	90	91	92
91	113	90	120	94
92	-27*	-17*	10	-31*

Source: PubChem BioAssay
